HTRA1 inh: HTRA1 serine protease inhibitors, primary screen, biochemical, fluorescence polarization, HTS; Q92743; recombinant HTRA1, FP-rhodamine activity-based probe; inhibition, % at 5.96 µM; 340,000 tested, 0.5% active; AID 504803, 2011; in the data active means inhibition above about 36%;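 further: 0% = enzyme with DMSO and 100% = wells lacking enzyme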
LEDGF integ inh: blockers of LEDGF/p75-dependent integrase strand transfer – biochemical, TR-FRET, high throughput, primary screen; TR-FRET IN-LEDGF/p75 DNA integration, Eu/Cy5; inhibition, % at 3.7 µM; 370,000 tested, 0.64% active; AID 743269, 2014;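 active means inhibition above the screen-wide mean plus 3 SD, cut at about 13% in these data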;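 further: signal is the Cy5 over europium emission ratio at 671 and 618 nm; 0% = plate median of compound wells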
PRMT1 inh: PRMT1 methyltransferase inhibitors, primary screen, biochemical, fluorescence polarization; Protein arginine N-methyltransferase 1 (Homo sapiens), Q99873; recombinant PRMT1, activity-based probe fluorescence polarization; inhibition, % at 2.79 µM; 370,000 tested, 1.3% active; AID 652257, 2013;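 active means inhibition above about 21% made by adding two undisclosed values, limit read from the data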
mABHD4 FP: ABHD4 inhibitors, primary screen, biochemical, fluorescence polarization, mouse; (Lyso)-N-acylphosphatidylethanolamine lipase (Mus musculus), Q8VD66; purified mABHD4, FP-Rh probe fluorescence polarization; inhibition, % at 8.92 µM; 370,000 tested, 0.54% active;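 active means inhibition exceeding the mean over every tested compound plus 3 SD, cut at about 30% in these data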;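 further: 0% = plate median of compound wells and 100% = S159A mutant with DMSO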
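Material: mouse ABHD4 enzyme, wild type; Benchmarks: S159A mutant high control, sample median low control; Buffer or medium: HEPES pH 7.0, NaCl, Pluronic buffer; Signal: fluorescence polarization; Read-out: percent inhibition of probe binding, normalized to plate controls; Timing: pre-incubation 45 min, probe exposure 60 min, at 25 °C; Dosing: 8.92 µM, single dose.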
TDP2 inh: human TDP2 enzyme inhibitors, primary screen, biochemical, epi absorbance, recombinant enzyme; T5PNP hydrolysis, p-nitrophenol absorbance 415 nm; inhibition, % at 12.8 µM; 370,000 tested, 0.34% active; AID 720702, 2013;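 active means inhibition above the mean of all tested compounds plus 3 SD, set per campaign, cut at about 25% in these data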;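 further: 0% = DMSO with enzyme and 100% = buffer with substrate but no TDP2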
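Test system: Human TDP2 enzyme | Reagent: 5 mM T5PNP | Compound dosing: 12.8 µM single point, 1% DMSO | Incubation: Enzyme reaction with compound for 2 h at 37 °C | Technique: p-Nitrophenol epi absorbance | Read-out: % inhibition relative to enzyme-containing and enzyme-free wells | Benchmarks: High control without enzyme, low control DMSO plus TDP2 | Replicates: Singlicate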
MBD2 DNA inh: inhibitors of MBD2 binding to methylated DNA, primary screen, biochemical, TR-FRET, DNA-binding domain, human; MBD2 binding to methylated oligonucleotide; inhibition, % at 4.4 µM; 370,000 tested, 0.31% active; in the data active means inhibition above about 13%
SIAE primary: human SIAE inhibitors, primary screen, biochemical, fluorescence polarization, FP-Rh probe, 1536-well HTS; SIAE FP-Rh probe binding; inhibition, % at 9.66 µM; 370,000 tested, 0.69% active; AID 1053197, 2014;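 active means inhibition above a cutoff: mean of compounds within the control limits plus 3 SD of those, cut at about 17% in these data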;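 further: 0% = plate median of compound wells and 100% = probe without SIAE protein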
NPR2 activator: human GC-B receptor activators, primary screen, HEK293 GC-B cells, cGMP TR-FRET, EC30 CNP. Atrial natriuretic peptide receptor 2 (Homo sapiens), P20594. 0% at EC30 CNP, 100% saturating CNP. activation, % at 10 µM. 370,000 tested, 0.11% active. AID 1920062, 2024;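 active means activation at 10 µM reaching about 35% in either raw or pattern-adjusted values, limit read from the data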
Target sequence (P20594 whole entry, looked up): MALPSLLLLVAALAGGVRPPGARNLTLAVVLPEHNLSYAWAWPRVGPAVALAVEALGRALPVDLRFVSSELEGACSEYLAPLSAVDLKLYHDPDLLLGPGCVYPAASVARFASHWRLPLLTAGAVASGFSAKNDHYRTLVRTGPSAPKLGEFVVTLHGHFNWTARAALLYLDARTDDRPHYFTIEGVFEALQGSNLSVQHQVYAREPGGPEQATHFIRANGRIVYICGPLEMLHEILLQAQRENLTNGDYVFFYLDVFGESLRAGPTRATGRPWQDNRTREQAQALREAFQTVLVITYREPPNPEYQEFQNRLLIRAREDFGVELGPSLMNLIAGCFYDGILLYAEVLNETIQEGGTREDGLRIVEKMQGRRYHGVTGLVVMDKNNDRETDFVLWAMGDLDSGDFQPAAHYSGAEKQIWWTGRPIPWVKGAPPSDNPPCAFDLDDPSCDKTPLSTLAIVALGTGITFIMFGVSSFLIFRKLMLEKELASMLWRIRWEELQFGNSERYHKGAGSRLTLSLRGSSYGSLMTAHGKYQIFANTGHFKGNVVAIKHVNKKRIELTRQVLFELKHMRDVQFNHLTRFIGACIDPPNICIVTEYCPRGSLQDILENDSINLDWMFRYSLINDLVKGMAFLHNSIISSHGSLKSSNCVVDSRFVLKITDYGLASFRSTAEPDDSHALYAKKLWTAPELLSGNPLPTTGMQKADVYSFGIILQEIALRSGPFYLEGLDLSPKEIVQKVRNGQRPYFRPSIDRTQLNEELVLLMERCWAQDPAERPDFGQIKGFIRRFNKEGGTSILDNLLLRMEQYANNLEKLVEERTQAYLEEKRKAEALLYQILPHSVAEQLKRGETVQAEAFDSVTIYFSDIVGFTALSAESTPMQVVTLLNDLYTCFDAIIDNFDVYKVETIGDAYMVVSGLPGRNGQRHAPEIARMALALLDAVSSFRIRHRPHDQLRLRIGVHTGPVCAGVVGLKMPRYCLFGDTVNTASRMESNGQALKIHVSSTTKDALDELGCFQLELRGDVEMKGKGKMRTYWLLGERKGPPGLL
rCAG RNA binder: binders of r(CAG) RNA repeats, primary screen, biochemical, fluorescence; inhibition, % at 3 µM; 370,000 tested, 1.3% active; r(CAG) RNA repeat, TO-PRO-1 dye displacement fluorescence;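 active means inhibition above the plate cutoff, the mean of all test compounds on that plate plus 3 SD, cut at about 35% in these data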;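 further: 0% = DMSO alone and 100% = 100 µM mitoxantrone as full dye displacement; higher means more dye released from RNA so lower well fluorescence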
TCR-CD3 inh: inhibitors of human TCR-CD3 interaction, primary screen, biochemical, fluorescence, TAMRA-labeled TCR probe; AID 651800, 2012; T-cell receptor (TCR); inhibition, % at 9.4 µM; 360,000 tested, 0.37% active; in the data active means inhibition above about 19%;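 further: recombinant mutant TCR 2C K166C tagged with TAMRA read by polarization; 0% = receptor in buffer alone and 100% = receptor with positive control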
Active calls of the source: *; . = no result given. Only part of the results is shown; the hit share may differ from the screen's.

SMILES | HTRA1 inh | LEDGF integ inh | PRMT1 inh | mABHD4 FP | TDP2 inh | MBD2 DNA inh | SIAE primary | NPR2 activator | rCAG RNA binder | TCR-CD3 inh
CCN1CCCC1CNS(=O)(=O)c1ccc(Cl)c(C(F)(F)F)c1 (stereo unspecified) | 0 | -2 | 0 | -1 | 14 | -2 | 3 | 0 | -4 | -5
CC1CC(C)(C)CC2(C1)NC(=O)N(CC(=O)NCCc1c[nH]c3ccccc13)C2=O (stereo unspecified) | 3 | -1 | -3 | 3 | 1 | 2 | 9 | 6 | 3 | 6
Cc1cc(C)cc(OCC(=O)OC/C(O)=C(\C#N)c2nc3ccccc3[nH]2)c1 | 4 | -1 | -2 | -5 | -2 | 1 | -2 | -1 | 31 | 0
O=C(c1[nH]c(C(F)(F)F)nc1-c1ccccc1)N1CCC(Cc2ccccc2)CC1 | . | 5 | -4 | -35 | -17 | 1 | 7 | 4 | 24 | -4
Clc1ccc2c(c1)C1CC2CCN1Cc1ccccc1 (stereo unspecified) | -1 | 1 | -5 | 1 | -1 | 1 | -3 | -9 | 0 | 1
COc1cc(OC)cc(C(=O)NNC(=O)c2nn(C)c(=O)c3ccccc23)c1 | 4 | -1 | 5 | 3 | 7 | -5 | 4 | 0 | 0 | -3
O=C(OCc1ccc(Br)cc1)c1cc([N+](=O)[O-])ccc1N1CCOCC1 | -20 | 2 | 0 | -16 | -10 | -8 | 0 | 0 | 1 | -7
O=C(CN1CCOCC1)Nc1ccc(NC(=O)CN2CCOCC2)c(Cl)c1 | -2 | 0 | 2 | -1 | 10 | -2 | 2 | -1 | -3 | 0
Cc1nc(SCc2nc3ccc(C(=O)c4ccccc4)cc3[nH]2)c2oc3ccccc3c2n1 | -9 | -3 | 0 | -5 | -4 | 0 | -66 | 0 | 11 | 16
COc1ccc(NC(=O)CN(C)C(=O)c2ccccc2SCC(=O)N2CCCC2)cc1 | -3 | -3 | 4 | 5 | 2 | 2 | 1 | 3 | -4 | -4
Cc1cc(=O)oc2cc(OC(C)C)ccc12 | 6 | 5 | 0 | 1 | 4 | -4 | 4 | 5 | -2 | -1
Cc1ccc(C23OCCN2CCn2nc4ccccc4c23)cc1 (stereo unspecified) | -5 | -1 | 0 | -5 | -1 | 6 | 1 | -11 | 0 | 0
Cc1cccc(NC(=O)CN(C)S(=O)(=O)c2ccc(Cl)cc2)n1 | -1 | 0 | -1 | -2 | -7 | -6 | 3 | 8 | -5 | 5
COc1cc(/C=C(\C#N)C(=O)c2ccc(O)c(O)c2)cc(I)c1O | 41* | 90* | 29* | -6 | 12 | 22* | -10 | -1 | 40* | 23*
O=C(NCC(c1ccco1)N1CCCC1)c1cccc(NS(=O)(=O)c2ccc(Br)cc2)c1 (stereo unspecified) | 0 | 1 | -3 | 1 | -7 | -3 | 1 | 0 | 2 | 2
COC(=O)C[C@H]1CC[C@@H]2[C@@H](COc3ccc(NC(=O)c4ccno4)cc3C(=O)N2C)O1 | . | 3 | 3 | -2 | 1 | 7 | -1 | 0 | 6 | .
CCOC(=O)C1=C(C)c2ccccc2N(S(=O)(=O)C(F)(F)F)C1C(=O)OCC (stereo unspecified) | -5 | 2 | -8 | -13 | -14 | -2 | -4 | 3 | 0 | 1
Cc1ccc(NC(=O)c2cc(S(=O)(=O)NCCC3=CCCCC3)ccc2F)cc1F | -103 | 5 | 0 | -67 | -11 | -3 | -32 | 3 | 2 | 0
COc1ccc(Br)cc1CNC(=O)C1CCN(C(=O)N(C)C)CC1 | 3 | 1 | 5 | -12 | 1 | 7 | -8 | 0 | -7 | -8
CCOc1ccc(S(=O)(=O)N2CCN(C(=O)c3ccc(Cl)c(S(=O)(=O)N4CCOCC4)c3)CC2)cc1 | 6 | -4 | 8 | -15 | -15 | 4 | 0 | 2 | 4 | -9
Cc1ccc(/C=C/S(=O)(=O)NCC(=O)OCC(=O)Nc2ccc(C(=O)N(C)C)cc2)cc1 | -12 | 2 | -1 | 3 | -1 | 0 | 0 | 2 | 4 | 5
Cc1ccc2nc(SCC(=O)NCc3cccs3)[nH]c2c1 | 4 | -3 | 1 | -4 | -5 | -7 | -1 | -3 | 3 | -2
CC1CCCCC12NC(=O)N(CC(=O)OCc1ccccc1Cl)C2=O (stereo unspecified) | -7 | 0 | -3 | 3 | 10 | -2 | -2 | 0 | -6 | 7
Cc1ccc(C)c(-c2cc(C(=O)NC3CC3)c3ccccc3n2)c1 | -4 | -1 | -2 | -3 | 12 | 0 | 4 | 3 | -3 | 2
CC(=O)NS(=O)(=O)c1ccc(NC(=O)c2ccc(Br)o2)cc1 | 0 | 1 | 2 | 0 | 4 | -4 | 3 | -6 | 3 | 4

(further entries)
SMILES | HTRA1 inh | LEDGF integ inh | PRMT1 inh | mABHD4 FP | TDP2 inh | MBD2 DNA inh | SIAE primary | NPR2 activator | rCAG RNA binder | TCR-CD3 inh
NC(N)=Nc1nc(-c2ccccc2)c2ccccc2n1 | -3 | 1 | -1 | -4 | -4 | 0 | 1 | -11 | 21 | 2
CCc1ccc(NC(=O)c2noc3c2CCC3)cc1 | 0 | 8 | 9 | -7 | -2 | 11 | 1 | -2 | 21 | 2
COc1ccccc1CCNC(=O)C(=O)NCC1OCCCN1S(=O)(=O)c1ccc(F)cc1C (stereo unspecified) | -2 | 0 | -1 | 5 | -1 | -6 | 4 | 2 | -8 | -1
CSc1ccc(CNc2ccc(C)c(C)c2)cc1 | -8 | -3 | 1 | -3 | 2 | 1 | 5 | -5 | -4 | 3
O=C(CN1CCCCC1)Nc1cccc(Br)c1 | -5 | -1 | 2 | 4 | -12 | -1 | -3 | -1 | 3 | 0
C=CCNC(=S)N/N=C/c1ccc(-c2cccc([N+](=O)[O-])c2)o1 | -4 | -2 | 0 | 6 | 6 | 2 | -4 | 12 | 10 | -2
O=C(COc1ccccc1Cl)NCc1ccco1 | 4 | 3 | 0 | 5 | -8 | 8 | 5 | 3 | 0 | 11
O=C(Cc1ccc(Cl)cc1)Nc1cccnc1Cl | -4 | 3 | -3 | 1 | 4 | 0 | -4 | -3 | 0 | 8
O=C(CCC(=O)N(CC(=O)NC1CCCC1)C1CCCC1)Nc1ccccn1 | 4 | 3 | -2 | 5 | 0 | 2 | 0 | 2 | -8 | -7
O=C(O)c1ccc(CNS(=O)(=O)c2ccc(Oc3ccccc3Cl)cc2)cc1 | -7 | 7 | -2 | -26 | -13 | -5 | -4 | -4 | 39* | -6
CC(=O)c1ccc(N2CCN(S(=O)(=O)c3c(C)[nH]c(C)c3C(=O)N3CCCCC3)CC2)cc1 | -5 | 3 | 1 | 0 | 4 | -4 | 2 | 2 | -3 | 11
O=C(Nc1nc(-c2ccccc2)cs1)C1c2ccccc2Oc2ccccc21 | -21 | -2 | 1 | -37 | -3 | 0 | 8 | -3 | 8 | 1
CCNC(=S)NC1CC2CCC(C1)N2Cc1ccccc1 (stereo unspecified) | 5 | 10 | -2 | -12 | -7 | -4 | 6 | -2 | 5 | -5
NC(=O)c1nsc(C(=O)N(Cc2ccco2)C(C(=O)NCC2CCCO2)c2ccc(O)cc2)c1N (stereo unspecified) | -3 | 1 | 1 | 8 | 7 | 3 | 1 | 7 | -1 | 2
COC(=O)c1c(NC(=O)CC2NCCNC2=O)sc2c1CCCC2 (stereo unspecified) | 2 | 1 | -2 | -2 | -2 | 4 | -6 | 3 | -4 | 5
CCN(CC)CCN(Cc1cc2cc(C)cc(C)c2[nH]c1=O)C(=S)NCc1ccco1 | -18 | -3 | -4 | 14 | -10 | -3 | -1 | 1 | -5 | -1
O=C1C2C3c4ccccc4C(c4ccccc43)[C@@H]2C(=O)N1c1cccnc1 (stereo partly specified) | 3 | 0 | -1 | 3 | 1 | -4 | 5 | -4 | -8 | 7
O=C(N/N=C/c1cccc([N+](=O)[O-])c1)c1cnccn1 | 7 | -2 | 2 | 4 | -4 | 0 | 6 | -4 | -1 | 6
COc1ccc(OC)c(NC(=O)CCCSc2ccccc2)c1 | -11 | -3 | 1 | 4 | -4 | 4 | 2 | 0 | -2 | -5
CN1CCN(S(=O)(=O)c2cccc(C(=O)N(Cc3nnc(-c4ccccc4Cl)o3)C3CC3)c2)CC1 | 3 | -1 | 0 | 4 | 11 | 1 | 2 | 0 | -6 | -5
C/C(=N/NS(=O)(=O)c1cc(C)ccc1C)c1c[nH]c2ccccc12 | 1 | -6 | 3 | 1 | -6 | 6 | 8 | 2 | 6 | 0
O=C(OCC(=O)N1CCC(Cc2ccccc2)CC1)c1ccc(CO)cc1 | 0 | -4 | 2 | -1 | 4 | 1 | -1 | 1 | 0 | 2
Cc1cc(C)cc(NC(=S)NC(=O)C2CC2)c1 | -4 | 3 | 2 | -17 | -24 | -1 | -1 | 1 | 0 | -9
CCN(CC)CCNC(=O)C1(O)c2cc(Br)ccc2NC(=O)N1c1ccccc1 (stereo unspecified) | -4 | 4 | 1 | -9 | -8 | 3 | -4 | 4 | 5 | 2
O=C(COc1ccccc1F)Nc1c2c(nn1-c1ccccc1)CS(=O)(=O)C2 | -4 | -3 | 4 | 6 | -10 | 0 | -2 | -3 | -2 | 4
CCCOc1ccccc1NS(=O)(=O)c1ccc2[nH]c(=O)[nH]c2c1 | 8 | 5 | -3 | 7 | -16 | -5 | 15 | 3 | -5 | -1
O=C(C1CCC(=O)N(C2CC2)C1)N1CCC(Oc2cccc(F)c2)CC1 (stereo unspecified) | -1 | -2 | -3 | 5 | -3 | -1 | 1 | 7 | -6 | 0
Cc1ccc(Nc2nc(=O)[nH]nc2C)cc1 | 1 | 4 | -1 | 6 | 12 | -1 | 8 | -1 | 2 | -1
O=C(NC1=NCCS1)c1csc2ccccc12 | -1 | 6 | 27* | -3 | -12 | 3 | 0 | -3 | 7 | 1

In another format: 2 of the compounds above.
Under each structure: HTRA1 inh	LEDGF integ inh	PRMT1 inh	mABHD4 FP	TDP2 inh	MBD2 DNA inh	SIAE primary	NPR2 activator	rCAG RNA binder	TCR-CD3 inh
CCc1ccc(NC(=O)c2noc3c2CCC3)cc1
    0	8	9	-7	-2	11	1	-2	21	2
COc1ccccc1CCNC(=O)C(=O)NCC1OCCCN1S(=O)(=O)c1ccc(F)cc1C (stereo unspecified)
    -2	0	-1	5	-1	-6	4	2	-8	-1

Entries shown so far containing a cyano group:
SMILES | HTRA1 inh | LEDGF integ inh | PRMT1 inh | mABHD4 FP | TDP2 inh | MBD2 DNA inh | SIAE primary | NPR2 activator | rCAG RNA binder | TCR-CD3 inh
Cc1cc(C)cc(OCC(=O)OC/C(O)=C(\C#N)c2nc3ccccc3[nH]2)c1 | 4 | -1 | -2 | -5 | -2 | 1 | -2 | -1 | 31 | 0
COc1cc(/C=C(\C#N)C(=O)c2ccc(O)c(O)c2)cc(I)c1O | 41* | 90* | 29* | -6 | 12 | 22* | -10 | -1 | 40* | 23*
